Assay outcomes deposited in PubChem by several laboratories.
Autophagy HCS: modulators of autophagy | MEF GFP-LC3 puncta imaging; test concentration mostly 10 µM | calls only at 10 µM (by protocol) | 0.98% of 190,000 active;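 active = percentage of spot-positive cells more than 3 SD above its plate mean, without a fluorescence outlier flag or 80% toxicity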;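 note: spot-positive cell cutoff set from DMSO-treated cells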
Ins promoter up: MIN6 insulin promoter up-regulation | MIN6 insulin promoter-GFP reporter, high-content imaging; stronger effect = higher value | z-score at 5 µM | 0.3% of 190,000 active | AID 1625;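 active = z-score above 3 at 5 µM with at least 500 cells counted in the well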
TNAP activators: human TNAP enzyme activators, primary screen, biochemical, luminescent, no phosphate acceptor, uHTS (AID 1001) | purified TNAP, luminescent activation assay, no phosphate acceptor; higher activation fold means a stronger effect | one-dose activation fold at 20 µM; EC50 in µM for titrated hits | 0.03% of 200,000 active; in the data active = activation fold from about 3, or a potency from the dose series; inactive = the rest, 99 in 100 with activation fold below about 1.6; note: many of its hits are not listed in these tables
b-catenin transl: alters nuclear translocation of beta-catenin in HeLa cells | immunofluorescence imaging | nuclear translocation activity, % at 5 µM | 0.3% of 190,000 active | AID 1665;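 active = nuclear translocation activity above 50% at 5 µM, with a well cell count of 50 or more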;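 note: per-cell ratio of nuclear to cytoplasmic median beta-catenin stain intensity; plate controls were DMSO negative control for no effect and GSK-3 inhibitor IX positive control for full effect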
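Signal – beta-catenin immunofluorescence imaging with DAPI · Test system – human HeLa cell line · Dosing – 5 µM primary single dose, 0.1% DMSO, 0.02–20 µM confirmation series · Measure – % activation, nuclear-to-cytoplasmic median beta-catenin signal ratio per cell · Incubation – 24 h compound exposure at 37°C, 5% CO2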
Lipid droplet: hepatic lipid droplet formation modulation. AML12 mouse hepatocytes, oleate lipid droplets, BODIPY imaging. inhibition, % at 6.5 µM. 0.4% of 240,000 active;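 active = lipid droplet intensity inhibited by at least 50%, with more than 500 cells counted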
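System: AML12 hepatocytes (mouse). Probe or stimulus: oleic acid at 100 µM to induce lipid droplet formation. Times: overnight treatment with compound plus oleate. Detection: Image-based BODIPY and DAPI two-channel analysis. Evaluation: percent inhibition of filter-corrected integrated lipid droplet intensity per well.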
T cell modulator: modulates CD8 T cell binding to vesicles; calls only at 7 µM; 2C CD8+ T cell-vesicle binding, flow cytometry; stronger effect = lower value; 0.068% of 330,000 active; AID 2052;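 active = response, share of CD8 T cells binding vesicles, and their 90th percentile fluorescence all below set limits, cut at about 80% in these data, passing the limit was not always enough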
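Read-out – percent CD8+ FL2 mean versus row control · System – murine 2C transgenic CD8+ T lymphocytes · Times – 1.5 h cell–vesicle binding at 37 °C, then 20 min icy labelling · Control set – naked vesicles low, QL9 vesicles with vehicle high · Detection – cytometric PE anti-B7-1 and Alexa647 anti-CD8 signals after 1% paraformaldehyde fixation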
PMI inhibitors: inhibitors of human PMI, primary screen, biochemical, fluorescence intensity, coupled assay (AID 1209); purified PMI enzyme, coupled fluorescence intensity; higher % means a stronger effect; inhibition, % at 20 µM; hits with a dose series show IC50 in µM; 0.42% of 190,000 active;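 note: plate controls were DMSO vehicle for no effect and wells lacking substrate for full effect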
MT stabilize HCS: stabilizes microtubules in HeLa cells. HeLa tubulin immunostaining HCS, 24 h; share of cells brighter than vehicle mean+2SD. % tubulin-high responders, % at 10 µM. 0.83% of 200,000 active. AID 2205;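 active = plate Z-score above 3 for both tubulin-high and condensed-nucleus cell shares, with cell loss under 80%, at 10 µM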;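 note: anti alpha tubulin signal scored within the nucleus-defined area of each cell; some results filed as inactive read as strong as hits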
PMI inhibition: human PMI inhibitors, high substrate, primary screen, biochemical, fluorescence intensity, high mannose 6-phosphate (AID 1220); one-dose inhibition, % at 20 µM; IC50 in µM for titrated hits; recombinant PMI enzyme, coupled fluorescence intensity; higher % means a stronger effect; 0.66% of 190,000 active
Ins promoter up cell count: also measured in Ins promoter up; calls as there; cell count; measured here: cytotoxicity, nuclei count;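 total cells summed across four imaged fields per well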
Lipid droplet cells 6.5 µM: also measured in Lipid droplet; calls as there; cell count; measured here: cell count, cytotoxicity flag;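 cells counted across two imaged fields per well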
b-catenin transl cell count 5 µM: further read-out of b-catenin transl, marked with its call; cell count; measured here: cell count, cytotoxicity flag
T cell modulator vesicle-bound %: second read-out of T cell modulator, no call of its own (marks repeat the call); double positive events, %; measured here: CD8+ vesicle-bound cell fraction;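 binding gate set so that unloaded-vesicle control wells show 10% double positive cells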
MT stabilize HCS Hoechst-high %: second read-out of MT stabilize HCS, no call of its own (marks repeat the call); % Hoechst-high responders; measured here: nuclear condensation Hoechst responders;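 share of cells brighter than vehicle mean plus two SD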
MT stabilize HCS cytotoxicity %: also measured in MT stabilize HCS; calls as there; toxicity, %; measured here: cytotoxicity by cell density;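 0% = mean cell density of plate MIN control wells and 100% = no cells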
Autophagy HCS cell loss 18 h: also measured in Autophagy HCS; calls as there; toxicity, %; measured here: cell loss, nuclei count;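 cell loss after 18 h compound exposure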
* marks the source's active call; other numbers are inactive results; i = inactive; . = not tested or not shown; + = active, no number. Cut-off read from the data, not from the text of the source, unless noted: active = inhibition above about 50%; inactive = the rest.

The line under a structure holds: PMI inhibition, T cell modulator vesicle-bound %, TNAP activators, MT stabilize HCS Hoechst-high %, Lipid droplet cells 6.5 µM, Autophagy HCS, b-catenin transl, Ins promoter up cell count, Autophagy HCS cell loss 18 h, MT stabilize HCS cytotoxicity %, Lipid droplet, MT stabilize HCS, PMI inhibitors, T cell modulator, Ins promoter up, b-catenin transl cell count 5 µM
O=C(C1=C(O)C(=O)N(Cc2ccco2)C1c1cccs1)c1cccs1 (stereo not given)
 : -4%, 28, 1.1, 2.8, 672, i, -0.6, 1409, 12, 8.3, -6, 1.5, -15%, i, 0.2, 931
Cn1c(SCc2nc3ccccc3n2CCO)nc2ccccc21
 : -5%, 16, 1, 0.8, ., i, 0.8, 1630, 15, 1.4, ., 8.0, 0%, i, 0.12, 1407
O=C(O)c1ccn(COc2ccc(Br)cc2)n1
 : -6%, 62, 1.1, 2.6, 727, i, -1.0, ., 24, 2.6, -9, 2.8, -20%, i, ., 1023
Cc1ccc(CNC(=O)C(=O)NCC2OCCN2S(=O)(=O)c2cccs2)cc1 (stereo not given)
 : 2%, 35, 1, 2.1, 715, i, -1.4, 1184, 10, 1.8, -12, 2.7, 2%, i, -0.42, 593
N#Cc1c(-c2ccco2)nc(SCc2ccc(F)cc2)[nH]c1=O
 : -23%, 33, 1.1, 2.7, 688, i, ., 1297, -2, 7.5, 8, 4.5, -5%, i, -0.6, .
CC(CCc1ccccc1)NC(=O)CSc1cccc[n+]1[O-] (stereo not given)
 : -7%, 13, 1, 2.2, 730, i, -3.2, 1280, 13, 3.0, 9, 3.5, -15%, i, 0.29, 1038
CCC(C)[C@H](NC(=O)N1CCC(C)CC1)C(=O)OC (stereo not given in full)
 : ., 19, ., ., 732, ., -4.1, 1423, ., ., -2, ., ., i, -0.08, 1173
c1cc2c(cc1C1=NNC(=NC3CC3)SC1)OCCO2
 : 9%, 25, 1, 3.4, 664, i, 2.1, 1086, -8, 8.6, -2, 2.4, 17%, i, 0.29, 991
CC(C)c1ccc(Nc2c([N+](=O)[O-])c(=O)n(C)c3ccccc23)cc1
 : ., 15, ., ., 731, ., 1.5, 836, ., ., -6, ., ., i, -0.6, 1324
O=C(OCc1cn(-c2ccc(Cl)cc2)nn1)c1ccccc1
 : 0%, 62, 1.1, 1.8, ., i, -3.3, 1595, 27, 4.5, ., 1.8, 6%, i, 0.11, 1358
Cc1nc(SC2C=CS(=O)(=O)C2)n[nH]1 (stereo not given)
 : -17%, 9, 1.1, 1.1, ., i, ., 896, -7, 6.5, ., 1.2, -10%, i, -0.39, .
CCNC(=S)N/N=C/c1ccc(OCc2ccc(C(=O)OC)cc2)cc1
 : -16%, 48, 1.1, 2.8, 665, i, -1.6, ., -7, 3.2, -69, 2.1, -3%, i, ., 939
Fc1ccccc1CSc1nnc(-c2cnccn2)n1Cc1ccco1
 : -10%, 14, 1.1, 2.8, 732, i, -1.7, 1150, 7, 47, -24, 2.8, -5%, i, -0.32, 1187
COc1ccc(/C=C(\NC(=O)c2ccc(OC)c(OC)c2)C(=O)NCCc2c[nH]c3ccccc23)cc1
 : -2%, 48, 1, 1.9, ., i, ., ., -33, 3.4, ., 5.6, -5%, i, ., .
CCOc1ccc2cc(C#N)c(SCC(=O)NC(C)CC)nc2c1 (stereo not given)
 : 5%, 53, 1.1, 29*, ., i, 28, 1427, 10, 30*, ., 44*, 0%, i, -0.51, 922

Sorted by formula weight (largest number first): 8 of the compounds above
The line under a structure holds: PMI inhibition, T cell modulator vesicle-bound %, TNAP activators, MT stabilize HCS Hoechst-high %, Lipid droplet cells 6.5 µM, Autophagy HCS, b-catenin transl, Ins promoter up cell count, Autophagy HCS cell loss 18 h, MT stabilize HCS cytotoxicity %, Lipid droplet, MT stabilize HCS, PMI inhibitors, T cell modulator, Ins promoter up, b-catenin transl cell count 5 µM
COc1ccc(/C=C(\NC(=O)c2ccc(OC)c(OC)c2)C(=O)NCCc2c[nH]c3ccccc23)cc1
 : -2%, 48, 1, 1.9, ., i, ., ., -33, 3.4, ., 5.6, -5%, i, ., .
CCNC(=S)N/N=C/c1ccc(OCc2ccc(C(=O)OC)cc2)cc1
 : -16%, 48, 1.1, 2.8, 665, i, -1.6, ., -7, 3.2, -69, 2.1, -3%, i, ., 939
Fc1ccccc1CSc1nnc(-c2cnccn2)n1Cc1ccco1
 : -10%, 14, 1.1, 2.8, 732, i, -1.7, 1150, 7, 47, -24, 2.8, -5%, i, -0.32, 1187
CCOc1ccc2cc(C#N)c(SCC(=O)NC(C)CC)nc2c1 (stereo not given)
 : 5%, 53, 1.1, 29*, ., i, 28, 1427, 10, 30*, ., 44*, 0%, i, -0.51, 922
Cn1c(SCc2nc3ccccc3n2CCO)nc2ccccc21
 : -5%, 16, 1, 0.8, ., i, 0.8, 1630, 15, 1.4, ., 8.0, 0%, i, 0.12, 1407
O=C(O)c1ccn(COc2ccc(Br)cc2)n1
 : -6%, 62, 1.1, 2.6, 727, i, -1.0, ., 24, 2.6, -9, 2.8, -20%, i, ., 1023
c1cc2c(cc1C1=NNC(=NC3CC3)SC1)OCCO2
 : 9%, 25, 1, 3.4, 664, i, 2.1, 1086, -8, 8.6, -2, 2.4, 17%, i, 0.29, 991
Cc1nc(SC2C=CS(=O)(=O)C2)n[nH]1 (stereo not given)
 : -17%, 9, 1.1, 1.1, ., i, ., 896, -7, 6.5, ., 1.2, -10%, i, -0.39, .

(cont.)
The line under a structure holds: PMI inhibition, T cell modulator vesicle-bound %, TNAP activators, MT stabilize HCS Hoechst-high %, Lipid droplet cells 6.5 µM, Autophagy HCS, b-catenin transl, Ins promoter up cell count, Autophagy HCS cell loss 18 h, MT stabilize HCS cytotoxicity %, Lipid droplet, MT stabilize HCS, PMI inhibitors, T cell modulator, Ins promoter up, b-catenin transl cell count 5 µM
O=C(NCc1ccc2c(c1)OCO2)c1sccc1Br
 : ., 56, ., ., 646, ., -1.6, 1398, ., ., -5, ., ., i, -0.14, 1128
OC1(C#CCCN2CCCCC2)c2ccccc2-c2ccccc21
 : -5%, 34, 1.1, 3.0, 714, i, -0.9, 1295, 9, 6.6, 22, 4.5, -5%, i, -0.25, 1144
N#CC1=C2SCN(c3ccc(F)cc3)CN2C(=O)CC1c1cccc(F)c1 (stereo not given)
 : 15%, 8, 1.1, 2.1, ., i, ., 991, -4, 6.5, ., 8.0, 40%, i, 0.53, .
CN(c1ccccc1)S(=O)(=O)c1ccc(Cl)c(C(=O)OCC(=O)NC2CCS(=O)(=O)C2)c1 (stereo not given)
 : 1%, 65, 1, 0.9, 666, i, 5.4, 1566, -10, 5.9, -13, 2.6, -2%, i, -0.69, 855
Cn1c(SCC(=O)N/N=C/C=C\c2ccco2)nc2ccccc21
 : 26%, 18, 1, 2.4, ., i, 1.5, 1208, -32, 8.8, ., 3.7, 11%, i, 0.43, 1443
Cc1cc(C(=O)N2CCN(Cc3ccccc3)CC2)on1
 : 6%, 31, 1.1, 2.4, ., i, ., 731, 11, 3.8, ., 6.2, 11%, i, 0.84, .
CCCCCn1c(=O)[nH]c2cc(C(=O)N3CCN(Cc4ccc5c(c4)OCO5)CC3)ccc2c1=O
 : 7%, 34, 1.1, 1.4, 684, i, -3.4, ., 2, 5.0, -14, 1.3, 12%, i, ., 1254
COc1cc(OC)cc(C(=O)NC2CCN(Cc3nnnn3Cc3cccs3)CC2)c1
 : -5%, 18, 1.2, 1.4, ., i, ., 987, -17, 5.2, ., 1.3, -3%, i, -0.42, .
Cc1cc(C(=O)N/N=C2\CCCC(C)C2)n[nH]1 (stereo not given)
 : 5%, 30, 1.1, 0.9, 719, i, -2.2, 922, 5, 0.3, -5, 1.8, 7%, i, 0.13, 1126
CC(=O)Nc1ccc2nc(-c3ccco3)[nH]c2c1
 : 17%, 38, 1, 1.8, 708, i, 3.9, 1126, 13, 4.3, 0, 4.4, -6%, i, 0.2, 926
Cc1ccc(-n2nc(C)c3c2OC(N)=C(C#N)C3c2ccc(C)o2)cc1 (stereo not given)
 : -14%, 10, 1, 2.0, 715, i, 0.9, ., -6, 7.1, -38, 3.2, -26%, i, ., 586
CCn1ccnc1CN(C)C(=O)c1cc(COc2c(F)cccc2F)on1
 : 13%, 51, 1.1, 2.5, 702, i, 0.5, ., -5, 6.0, -3, 4.1, 10%, i, ., 883
O=C(CC1C(=O)N(c2ccc(Cl)cc2)C(=S)N1CCc1ccncc1)Nc1ccc(F)cc1 (stereo not given)
 : 13%, 5, 1.1, 1.1, ., i, -1.9, 1671, -35, 4.9, ., 2.3, 17%, i, -0.47, 1380
Cc1ccc(C(=O)CSc2nnc(COc3ccc(C#N)cc3)n2-c2ccccc2)cc1
 : -5%, 44, 1.1, 3.1, 736, i, -1.3, ., 6, 9.4, -25, 0.6, 3%, i, ., 559
CCc1nc(SCC(=O)Nc2ccccc2C(=O)OC)n[nH]1
 : 2%, 41, 1, 3.2, 814, i, -2.9, 1296, -2, 30, -1, 3.7, 5%, i, 0.77, 1179
Cc1cc(NS(=O)(=O)Cc2ccccc2)cc(C)c1OCC(=O)N1CCOCC1
 : 1%, 34, 1.1, 1.5, 703, i, ., 1230, 12, 2.8, 8, 3.3, 3%, i, 0.24, .
COc1ccc(N2CCC(CNC(=S)Nc3cc(C)cc(C)c3)C2)cc1 (stereo not given)
 : ., 15, ., ., 642, ., -0.5, 775, ., ., 2, ., ., i, -1.7, 1434
Cc1ccc(C)c(S(=O)(=O)N/N=C/c2ccc(N(C)C)cc2)c1
 : -1%, 40, 1.2, 1.8, 708, i, 0.4, ., -12, 4.6, 0, 3.8, -21%, i, ., 1122
C=CCOc1ccc(CNC(C)(C)C)cc1OC
 : 1%, 24, 1.1, 2.2, ., i, -1.6, 1237, 2, 5.3, ., 3.2, 2%, i, 0.5, 802
Cc1nnc(NC(=O)c2oc3cc(C)c(C)cc3c2C)s1
 : -5%, ., 1.1, 3.5, ., +, ., 965, 13*, 8.2, ., 2.4, -3%, ., 0.55, .
CC(C)=C1SC(N2CCN(Cc3ccccc3)CC2)=NC1=O
 : -3%, 35, 1.1, 3.2, ., i, -0.4, 1420, -3, 11, ., 2.7, -7%, i, 0.17, 691
